UBC9 SUMO inh – blocks human SUMOylation mediated by UBC9; P63279; HTRF SUMOylation assay, SAE1/SAE2 + UBC9, in vitro; inhibition, % at 35 µM; 290,000 tested, 0.36% active; AID 2006; in the data active = inhibition above about 50%, passing the limit was not always enough; also: strong numbers were not always called active
Target sequence (P63279 whole entry, looked up): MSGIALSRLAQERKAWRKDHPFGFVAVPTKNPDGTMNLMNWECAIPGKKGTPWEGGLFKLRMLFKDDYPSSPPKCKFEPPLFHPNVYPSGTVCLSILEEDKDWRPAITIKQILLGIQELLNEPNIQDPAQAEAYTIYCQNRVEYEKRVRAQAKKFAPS
FID counter – fluorescent intercalator displacement, NS3 helicase counter-screen; DNA fluorescent intercalator displacement, fluorescence; inhibition, % at 7.9 µM; 290,000 tested, 0.17% active; AID 1845; in the data active = inhibition above about 37%;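 also: 0% = vehicle and 100% = reference compound; higher means more ethidium bromide displaced from hairpin DNA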
M18AAP inhibitor – blocks P. falciparum M18 aspartyl aminopeptidase; recombinant PfM18AAP, H-Glu-NHMec fluorogenic cleavage; inhibition, % at 7.35 µM; 290,000 tested, 1.2% active; AID 1822;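 active = inhibition above the campaign mean inhibition over all tested compounds plus 3 SD, cut at about 28% in these data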;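 also: 0% = plate median of test compound wells and 100% = 2 mM ZnCl2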
IMP-1 inhibitor – inhibitors of Pseudomonas aeruginosa IMP-1 metallo-beta-lactamase; 290,000 tested, 0.45% active; purified IMP-1, nitrocefin hydrolysis, epi-absorbance fluorescence; inhibition, % at 5.6 µM; AID 1556;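 active = inhibition above the mean plus 3 SD of all compounds in the same screening run, cut at about 4.5% in these data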;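 also: 0% = IMP-1 with DMSO and 100% = DMSO wells lacking enzyme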
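Assay system: purified recombinant IMP-1 beta-lactamase. Input: IMP-1 0.2 nM before substrate addition. Buffer or medium: Zinc- and detergent-supplemented HEPES buffer, pH 7.1. Schedule: 25 °C, 15 min preincubation, 25 min reaction. Signal: Epi-absorbance fluorescence, 480 nm excitation, 530 nm emission. Evaluation: percent inhibition from optical density relative to buffer-blank wells.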
NALP1 inh – NALP1 inhibition; 280,000 tested, 0.61% active; AID 2071; inhibition, % at 10 µM; S. cerevisiae NALP1/ASC/caspase-1 growth, X-gal OD620, 72 h; in the data active = inhibition mostly above about 24%, no sharp cut-off; inactive = mostly below about 32%; also: some compounds called inactive have numbers as strong as hits
MEKK2wt PB1 HTS – raises or lowers MEK5 binding to wildtype human MEKK2 PB1 domain; Q9Y2U5; bead flow cytometry, Alexa488-MEK5 binding to MEKK2 WT; actives lie on both sides; 290,000 tested, 1.1% active; binding response (% of control), % at 10 µM; in the data active = binding response below about 67% or above about 130%
NS3 helicase inh – HCV NS3 helicase inhibition | inhibition, % at 10.9 µM | NS3 helicase DNA unwinding, Cy5 molecular beacon fluorescence | 290,000 tested, 0.56% active | AID 1800;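 active = inhibition above the mean of all tested compounds plus 3 SD, set per campaign, cut at about 35% in these data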;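 also: 0% = DMSO wells and 100% = thioflavine S control wells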
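Measured by: Cy5 fluorescence, 0 and 60 min reads / Assay system: NS3 helicase fragment of HCV / Control set: low DMSO, high thioflavine S at 110 µM / Times: 1 h reaction at 25 °C, ATP-initiated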
MEKK2 mut-MEK5 – signal of MEK5 binding to mutant human MEKK2 PB1 domain. bead flow cytometry, Alexa488-MEK5 binding to MEKK2 mutant. 290,000 tested, 0.35% active. AID 1530. percent response, % at 10 µM; in the data active = percent response above about 24%, passing the limit was not always enough; also: inactives centre near 1; some results filed as inactive read as strong as hits
VIM-2 inhibitor – inhibitors of Pseudomonas aeruginosa VIM-2 metallo-beta-lactamase | purified VIM-2, nitrocefin hydrolysis, epi-absorbance fluorescence | 290,000 tested, 0.89% active | inhibition, % at 5.6 µM;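 active = inhibition above the mean of all tested compounds plus 3 SD, cutoff set per screening run, cut at about 7.5% in these data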;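 also: red hydrolysis product quenches plate fluorescence so inhibitors raise well fluorescence; 0% = enzyme with DMSO and 100% = DMSO without enzyme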
An asterisk follows results filed as active; . = not tested or not shown; [ ] = dose if it differs, or a comment. Outcome played no part in choosing rows; overall some 4.7% were active at least once.

Values run as follows: UBC9 SUMO inh	FID counter	M18AAP inhibitor	IMP-1 inhibitor	NALP1 inh	MEKK2wt PB1 HTS	NS3 helicase inh	MEKK2 mut-MEK5	VIM-2 inhibitor
CC[N+](CC)(CC#Cc1ccccc1)CC(=O)c1ccc(Cl)cc1
→ 11	-9	-3	-2.1	42	103	3	-1	-0.2
Cc1ccc(OCC(=O)O/N=C(\N)c2ccccn2)cc1C
→ 8	-19	2	-3.6	-3	102	2	1	-1.5
O=C(Cn1cc(/C=N/NC(=O)c2cccc(C(F)(F)F)c2)c2ccccc21)Nc1ccc(F)cc1
→ 12	-1	-1	-2.0	6	110	-6	4	-2.1
CC(=O)c1ccc(OCc2cc(C(=O)N(C)Cc3ccccn3)no2)cc1
→ 1	-28	-11	-2.3	11	103	0	1	-0.7
Cc1c(C(=O)c2cccc(F)c2)c2ccccn2c1CCC#N
→ -17	-4	0	-0.1	2	92	0	-3	-0.7
CC(C)[C@H]1COCCS(=O)(=O)N1Cc1cccc(Cl)c1
→ -3	-18	2	-2.8	0	105	5	0	-2.3
CSc1ccccc1OCc1cc(C(=O)N2CCC[C@H]2C(N)=O)no1
→ 2	-14	2	-0.9	4	102	25	6	-3.4
O=C(NCc1ccccn1)c1nnc(Cc2ccc(Cl)cc2)o1
→ 6	-7	1	-0.3	23	102	1	-2	-3.0
CCN(CC)c1ccc(/C=N/NC(=S)NCc2ccco2)cc1
→ -2	-7	4	-2.0	23	101	-7	-1	-0.8
Cc1ccc(S(=O)(=O)n2nc(OC(=O)c3cccc(F)c3)cc2N)cc1
→ 14	-8	-18	-3.9	16	100	3	4	0.9
Cc1[nH]c2ccccc2c1C(=O)CN1CCCCC1C (stereo not drawn)
→ 15	-1	5	-0.3	7	100	-2	-1	1.1
S=c1[nH]c(-c2ccc(Br)cc2)cn1CCc1ccccc1
→ 16	-5	0	-0.6	8	99	0	-3	-2.1
Cc1cc(C)n2nc(SCc3nnc(-c4cccs4)o3)nc2n1
→ 26	-7	-1	-4.7	4	105	-3	0	1.4
COc1ccc(/C=C2/C(=N)N3N=C(CC(=O)N4CCCC4)SC3=NC2=O)cc1
→ .	-16	-6	-4.0	9	100	2	0	0.7
COc1cccc(NC(=S)/C(=C(\[O-])c2cc(C)n(-c3ccccc3F)c2C)[n+]2ccc(N(C)C)cc2)c1
→ 9	0	-6	-1.0	19	120	-10	12	0.1
O=C1NC(=O)C2(COC(c3ccncc3)OC2)S1 (stereo not drawn)
→ 1	-2	-9	0.6	28	103	-1	-2	0.3
CCCCc1c(O)nc(SCC(=O)N2CCOCC2)[nH]c1=O
→ -1	2	-1	-4.7	34	122	-1	14	-4.4
COc1ccc(C(=O)Nc2cccc(C(=O)N3CCN(C)CC3)c2)cc1
→ 4	3	-1	-2.0	6	99	0	11	0.5
Cn1c(Cc2ccccc2)nnc1SCC(=O)c1ccc(Br)s1
→ 19	-9	7	-3.1	-8	101	-1	1	-4.0
COc1ccc(OC)c(NC(=O)Nc2ccccc2C)c1
→ 14	-3	4	-1.1	9	102	4	4	0.5
Cc1ccccc1NC(=O)c1cn(-c2ccccc2)nc1-c1ccccc1
→ -13	-18	2	-3.7	12	97	-10	0	-3.0
O=C(CSc1nnc(Cc2cc(=O)[nH]c(=O)[nH]2)n1-c1ccc(Cl)cc1)N1CCc2ccccc21
→ 12	-16	-5	-1.0	15	95	5	-3	0.0
CCOC(=O)C1CCN(C(=O)c2sc3nc(-c4ccc(F)cc4)cn3c2C)CC1
→ 16	-26	-11	-2.0	5	.	-6	.	-1.3
COc1ccc2cc(/C=C/C(=O)c3ccco3)c(Cl)nc2c1
→ 21	-2	2	-3.4	4	.	5	.	-2.3
Cc1cc(=O)[nH]c2ccc(S(=O)(=O)NCc3ccccc3)cc12
→ 18	-10	10	-2.9	-1	109	15	4	-0.3
COc1ccc(CCC(=O)N2CCN(C3CCCCC3)CC2)cc1
→ 2	-2	3	-1.2	21	105	1	3	-2.6
CC(=O)c1ccc(C(=O)NC2CCCN(Cc3ccccc3F)C2)s1 (stereo not drawn)
→ 16	2	3	-1.1	3	104	13	8	-2.5
CCC(C)NCCOc1cccc(Br)c1 (stereo not drawn)
→ 3	16	-1	-4.4	53	100	-10	-1	-1.1
O=C(O)c1ccc(N2Cc3ccccc3C2)cc1O
→ 9	-24	21	-4.3	-4	101	9	-1	-1.5
CC(C)CC(=O)NC1(C(F)(F)F)C(=O)N(Cc2ccccc2)C2=C1C(=O)CC(C)(C)C2 (stereo not drawn)
→ -8	-30	-3	-2.7	-12	106	3	0	-4.0

The list goes on; the last 3 above are carried over.
Values run as follows: UBC9 SUMO inh	FID counter	M18AAP inhibitor	IMP-1 inhibitor	NALP1 inh	MEKK2wt PB1 HTS	NS3 helicase inh	MEKK2 mut-MEK5	VIM-2 inhibitor
CCC(C)NCCOc1cccc(Br)c1 (stereo not drawn)
→ 3	16	-1	-4.4	53	100	-10	-1	-1.1
O=C(O)c1ccc(N2Cc3ccccc3C2)cc1O
→ 9	-24	21	-4.3	-4	101	9	-1	-1.5
CC(C)CC(=O)NC1(C(F)(F)F)C(=O)N(Cc2ccccc2)C2=C1C(=O)CC(C)(C)C2 (stereo not drawn)
→ -8	-30	-3	-2.7	-12	106	3	0	-4.0
O=c1[nH]nc(-c2ccc(F)cc2)cc1Cc1ccccn1
→ 23	-5	-14	-0.8	.	111	-5	10	-1.2
O=C(Cc1ccccc1)NCCCc1ccccc1
→ 3	-6	0	-4.3	21	98	-10	0	-1.2
COC(=O)CN(C)C(=O)c1ccc2nc(Cc3cccc(Cl)c3)oc2c1
→ 5	-31	-12	0.1	20	101	2	0	1.9
O=C(O)c1ccc(S(=O)(=O)c2ccccc2)cc1
→ 2	2	-2	-1.9	8	94	-6	0	-1.4
Cc1cc(Br)ccc1NC(=O)CN(C)C(=O)Cn1c(=O)cnc2ccccc21
→ 4	-14	2	-2.7	16	100	3	4	-2.1
CN(C)C(=O)C1CCC(=O)N1Cc1cccs1 (stereo not drawn)
→ 5	1	7	0.5	-60	88	-11	-7	2.2
Cc1ccc(CCNC(=O)CN(C)S(=O)(=O)c2ccc3c(c2)n(C)c(=O)c(=O)n3C)cc1
→ 24	-11	-3	-3.9	31	113	-8	27	-1.8
O=C(Cc1ccc(Cl)c(Cl)c1)OCC(=O)c1ccc[nH]1
→ 4	-10	6	-1.4	-20	106	5	1	-2.7
CN1CCN(c2ncnc3sc(-c4ccccc4)cc23)CC1
→ 19	12	-6	-0.8	14	99	-2	-6	6.2
NC(=O)c1ccc(NC(=O)CCCN2C(=O)c3ccccc3C2=O)cc1
→ 16	-1	2	-3.5	-1	97	0	1	-4.1
O=C1NCC(=O)N(Cc2ccccc2)/C1=C/c1ccccc1
→ 8	-11	0	1.6	-33	-4.0*[inhibitor]	-2	-12	-2.1
NNc1nc2ccccc2nc1C(F)(F)F
→ 14	1	-8	-3.9	9	96	20	-4	0.6
O=C(CSc1nc2ccccc2o1)N1c2ccccc2Sc2ccc(C(F)(F)F)cc21
→ 13	-15	-4	-3.4	20	93	5	-2	-2.8
COc1ccc(C(=O)Nc2ccc(NC(=O)c3cccc(F)c3)cn2)cc1
→ 3	-4	-3	-1.3	28	102	9	2	0.7
Cc1ccc(OC(C)C(=O)N(Cc2cccs2)C2CCS(=O)(=O)C2)cc1C (stereo not drawn)
→ 2	-36	0	-0.2	.	94	3	-7	-1.0
COc1ccc(C(=O)[C@H]2[C@H]3C(=O)N(c4ccc(C)cc4)C(=O)[C@H]3C3C=CC=NN32)cc1 (stereo partly drawn)
→ -28	-20	-1	-0.8	.	49	60*	-7	0.9
CSc1ccc(S(=O)(=O)NCc2ccc(Cl)cc2)cc1
→ -3	-12	5	-1.4	0	105	-3	4	-1.4
CN(c1ccccc1)c1ccc(/C=C(\CCC(=O)O)c2nc3ccccc3s2)cc1[N+](=O)[O-]
→ .	-19	-6	-2.9	30	91	15	-2	0.7
CC(=O)c1ccc2c(c1)OCCOCCOc1ccc(C(C)=O)cc1OCCOCCO2
→ -2	-32	0	-2.2	5	99	-2	-2	-3.2
CCOCCCNC(=O)C1CCCN1S(=O)(=O)c1ccc(Cl)cc1 (stereo not drawn)
→ 8	-3	-4	-2.1	-1	110	-8	5	-2.0

Grouped by structure, the compounds so far containing an aryl thioether with sulfur outside any ring.
Values run as follows: UBC9 SUMO inh	FID counter	M18AAP inhibitor	IMP-1 inhibitor	NALP1 inh	MEKK2wt PB1 HTS	NS3 helicase inh	MEKK2 mut-MEK5	VIM-2 inhibitor
CSc1ccccc1OCc1cc(C(=O)N2CCC[C@H]2C(N)=O)no1
→ 2	-14	2	-0.9	4	102	25	6	-3.4
Cc1cc(C)n2nc(SCc3nnc(-c4cccs4)o3)nc2n1
→ 26	-7	-1	-4.7	4	105	-3	0	1.4
CCCCc1c(O)nc(SCC(=O)N2CCOCC2)[nH]c1=O
→ -1	2	-1	-4.7	34	122	-1	14	-4.4
Cn1c(Cc2ccccc2)nnc1SCC(=O)c1ccc(Br)s1
→ 19	-9	7	-3.1	-8	101	-1	1	-4.0
O=C(CSc1nnc(Cc2cc(=O)[nH]c(=O)[nH]2)n1-c1ccc(Cl)cc1)N1CCc2ccccc21
→ 12	-16	-5	-1.0	15	95	5	-3	0.0
O=C(CSc1nc2ccccc2o1)N1c2ccccc2Sc2ccc(C(F)(F)F)cc21
→ 13	-15	-4	-3.4	20	93	5	-2	-2.8
CSc1ccc(S(=O)(=O)NCc2ccc(Cl)cc2)cc1
→ -3	-12	5	-1.4	0	105	-3	4	-1.4

The list goes on.
Values run as follows: UBC9 SUMO inh	FID counter	M18AAP inhibitor	IMP-1 inhibitor	NALP1 inh	MEKK2wt PB1 HTS	NS3 helicase inh	MEKK2 mut-MEK5	VIM-2 inhibitor
Cc1occc1C(=O)N1CCC2(CCCN(Cc3ccc(F)c(F)c3)C2)C1 (stereo not drawn)
→ 7	-6	9	-3.5	19	99	-4	1	-2.6
O=C(NNC(=O)c1cnccc1C(F)(F)F)c1cccc(Cl)c1
→ 13	0	-12	-1.7	15	91	15	-9	-2.7
CC(=O)O[C@H]1C[C@@]2(O)[C@@H](OC(=O)c3ccccc3)C3[C@@](C)([C@@H](O)C[C@H]4OC[C@@]34OC(C)=O)[C@@H](O)[C@H](OC(C)=O)C(=C1C)C2(C)C (stereo partly drawn)
→ -2	-35	-1	-2.0	13	81	3	-21	-3.1
Cc1nc(Cl)sc1C(=O)Nc1cccc(Cl)c1C
→ -2	-3	-10	-1.6	22	102	-3	3	-4.3
C=CCOC(=O)C1=C[C@H](c2coc3ccccc3c2=O)C[C@H](OCc2ccc(CO)cc2)O1
→ -7	-35	-1	-1.3	11	91	-10	-10	-0.5
COC(=O)CCSCC(=O)Nc1nnc(C)s1
→ 14	2	-16	-3.2	.	107	0	4	-1.7
O=c1ccc2ccccc2n1Cc1cccc(F)c1
→ 19	-10	-8	-1.4	1	105	-13	3	-3.4
O=C(Nc1ccc(N2CCN(C(=O)c3ccc(Cl)cc3)CC2)cc1)c1cccnc1
→ 18	-23	-2	-0.8	.	107	-4	6	-2.0

Screens from PubChem BioAssay.
